From PubChem
Polio RdRp inh = poliovirus RNA polymerase inhibition; % elongation, % (compound at 16.7 µg/mL); P03300; hit rate 0.66% among 150,000; poliovirus polymerase elongation, fluorescence polarization; hits give low values; AID 588519; in the data active means % elongation below about 90%; further: some results filed as inactive read as strong as hits
Target sequence (P03300 1749-2209 limits assumed): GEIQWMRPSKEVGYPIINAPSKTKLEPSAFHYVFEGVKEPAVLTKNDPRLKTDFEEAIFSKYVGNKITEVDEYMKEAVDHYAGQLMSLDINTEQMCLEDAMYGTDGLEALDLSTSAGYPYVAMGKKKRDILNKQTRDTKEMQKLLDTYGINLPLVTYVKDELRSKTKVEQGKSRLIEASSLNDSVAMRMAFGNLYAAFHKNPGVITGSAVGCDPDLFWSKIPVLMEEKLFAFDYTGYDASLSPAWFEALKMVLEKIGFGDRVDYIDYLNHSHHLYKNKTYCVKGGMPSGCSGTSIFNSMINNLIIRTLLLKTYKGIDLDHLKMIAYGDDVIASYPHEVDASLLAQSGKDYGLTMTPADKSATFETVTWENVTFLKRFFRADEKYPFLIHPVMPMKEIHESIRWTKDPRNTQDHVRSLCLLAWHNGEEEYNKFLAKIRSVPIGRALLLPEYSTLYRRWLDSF
Polio RdRp inh FP z-score = further read-out of Polio RdRp inh, marked with its call; z-score; measured here: FP z-score; hits read low
Numbers without * were called inactive; & = joins results of further samples.

SMILES | Polio RdRp inh | Polio RdRp inh FP z-score
CCC(C)(C)C(=O)N1CCC(C(=O)OC)CC1 | 108 | 0.6
c1cc(-c2nn[nH]n2)ccc1CN1CCCCC1 | 102 | -0.7
CN(C)C(=S)SCC(=O)Nc1ccc2c(c1)OCCO2 | 110 | 0.8
COc1ccc(CCC(N)=O)cc1OC | 100 | -0.1
O=C(NC1CC(=O)N(c2ccccc2)C1)C1CCCCC1 (centres undefined) | 100 | -1.4
Cn1c(-c2ccccc2)cn2cc(-c3ccccc3)nc12 | 100 | -0.2
COc1ccc(-c2noc(CSc3nnc(-c4ccccc4)n3C)n2)cc1 | 109 | 0.7
CNC(=O)Oc1ccc2c(c1)[C@]1(C)CCN(C)[C@@H]1N2C | 99&101&100 | -0.1&0.2&-0.1
Cc1ccc(C(=O)c2c(NC(=O)CSc3nnnn3C)sc3c2CCCC3)cc1 | 100 | -0.3
CC(C)(C)NC(=O)NC(=O)Cn1nc(C(=O)O)c2ccccc2c1=O | 96 | -1
COc1ccc(C(=O)NC(=O)CSc2n[nH]c(N)n2)cc1 | 106 | 0.4
Cc1cn2c(=O)c(S(=O)(=O)NC(C)c3ccccc3)c(C)nc2s1 (centres undefined) | 112 | 0.8
CCCCc1ccc(C(=O)O)nc1 | 101 | 0.2
N#Cc1c(-c2cccs2)cc(-c2ccc(C(=O)O)cc2)nc1SCc1cccs1 | 78* | -2*
Cc1ccc(NC(=O)C2CCCN(C(=O)c3cnn(-c4ccc(F)cc4)c3-n3cccc3)C2)c(Cl)c1 (centres undefined) | 108 | 0.2
Cc1ccc(C(=O)N(Cc2ccc(N(C)C)cc2)CC2CCCO2)cc1 (centres undefined) | 101 | -0.9
O=C1NC(/C=C/c2ccco2)Nc2sc3c(c21)CCN(Cc1ccccc1)C3 (centres undefined) | 103 | 0.2
O=c1[nH]c(CN2CCC(Cc3ccccc3)CC2)nc2scc(-c3cccs3)c12 | 112 | 1.2
CN(C(=O)CSc1nc2ccc(NC(=O)COc3ccccc3Cl)cc2s1)c1ccccc1 | 110 | 0.8
CC1=CCC2COC(c3ccccc3)C1C2 (centres undefined) | 105 | 0.2
N#CC1=C(C#N)NC2(CCCCC2)C2CCCCC2=N1 (centres undefined) | 101 | -0.5
CC(C)N(C(=O)COc1ccccc1C(=O)Nc1ccccc1)C(C)C | 104 | 0.5
CCn1c(=O)cc(SCC(=O)N2CCCC2)c2ccccc21 | 101 | 0.3
CCS(=O)(=O)C(=C1NCCO1)S(=O)(=O)CC | 101 | -0.2
O=C(Nc1ccc2oc(-c3cccnc3)nc2c1)c1ccc(-c2ccccc2OC(F)(F)F)o1 | 109 | 0.5
COc1ccccc1-c1nn(-c2cccc(C(F)(F)F)n2)c(=O)o1 | 103 | -0.2
Cc1cccc(CS(=O)(=O)c2ncc(Cl)c(C(=O)Nc3nnc(C(C)C)s3)n2)c1 | 102 | -1
COc1ccc(/C=C/c2nc(C#N)c(NCc3ccc(C)cc3)o2)cc1OC | 107 | -0.4
CCCCN1CNC(=S)NC1 | 103 | 0.3
Cc1cn(C)c(CC(=O)N2CCN(c3cccc(C(F)(F)F)c3)CC2)c1C(=O)O | 114 | 1.4
CCOC(=O)Nc1nnc(C(C)C)s1 | 101 | 0.3
CCN(CC)S(=O)(=O)c1nnc(NC(=O)COc2cccc(C)c2)s1 | 102 | -1.4
CC(=O)N1CCN(c2csc3ccccc3c2=O)CC1 | 103 | 1.1
Cc1ccc(-c2cc(C(F)(F)F)n3nc(C(=O)Nc4ccc(Cl)cc4Cl)cc3n2)cc1 | 102 | -1
COc1ccc(Cl)cc1NC(=O)COc1cccc2c(=O)n(C)ccc12 | 108 | 0.2
COC(=O)C(NC(=O)c1ccccc1)=C1C=C(C)OC(C)=C1 | 101 | -0.1
O=S(=O)(c1ccccc1)c1nc(-c2cccc(Cl)c2)oc1NCc1ccccc1 | 107 | 0.8
O=C1CCC(NC(=O)OCc2ccccc2)(C(=O)O)O1 (centres undefined) | 100 | -0.5
COc1ccc(/C=N/C2=NNC(=O)CS2)cc1 | 108 | 0.4
O=c1oc2ccccc2c(N2CCN(c3ccccc3)CC2)c1CN1CCCC1 | 100 | -1.1
O=C(OCC(=O)c1c[nH]c2ccccc12)c1cccc(O)c1 | 104 | 0.4
CCOC(=O)C1CCN(C(=O)c2ccc(CNS(=O)(=O)c3ccc(C)cc3)cc2)CC1 | 105 | 1.3
COC(=O)C(C#N)=C(SC)SC | 93 | -1.8
Cc1ccc2nc(NCCc3ccccc3)c3nncn3c2c1 | 106 | 0.2
Cc1ccc(-n2ncc(C(=O)NCc3cccs3)c2C2CCN(C(=O)OC(C)(C)C)CC2)c(C)c1 | 99 | -1.4

Random excerpt: 5 compounds from above
SMILES | Polio RdRp inh | Polio RdRp inh FP z-score
COC(=O)C(C#N)=C(SC)SC | 93 | -1.8
O=C1CCC(NC(=O)OCc2ccccc2)(C(=O)O)O1 (centres undefined) | 100 | -0.5
O=c1oc2ccccc2c(N2CCN(c3ccccc3)CC2)c1CN1CCCC1 | 100 | -1.1
CCOC(=O)Nc1nnc(C(C)C)s1 | 101 | 0.3
Cc1ccc(-c2cc(C(F)(F)F)n3nc(C(=O)Nc4ccc(Cl)cc4Cl)cc3n2)cc1 | 102 | -1

The listing continues.
SMILES | Polio RdRp inh | Polio RdRp inh FP z-score
COc1ccc2c(=O)c(N3C(=O)c4ccccc4C3=O)c(C)oc2c1 | 100 | 0.1
CCOC(=O)c1[nH]c(C(=O)O)c(CC)c1C | 101 | -0.1
CN(CC(=O)Nc1ccc(Cl)c(Cl)c1)CC(=O)Nc1ccc2[nH]c(=O)[nH]c2c1 | 108 | 0.7
Cc1ccc(C2=NN(CC(=O)NCCc3ccc(Cl)cc3)C(=O)CC2)cc1 | 112 | 0.4
CC(C)C(=O)Nc1c(C(=O)NC(C)(C)C)oc2ccccc12 | 103 | 0.1
COc1ccc(OC)c(CNC(=O)CN(c2ccc(C)cc2)S(=O)(=O)N(C)C)c1 | 108 | 1.3
CCOc1ccccc1NC(=O)CSc1nc2ccccc2nc1N1CCOCC1 | 109 | 0.5
O=C(C1COc2cc(S(=O)(=O)N3CCCC3)ccc2O1)N1CCCC1 (centres undefined) | 100 | -0.3
O=C(CC(=O)N1CCc2ccccc2C1)N1CCc2ccccc2C1 | 102 | 0.1
Cc1cc(C)c(C#N)c(N2CCN(c3cccc(C)c3C)CC2)n1 | 101 | 0.1
O=C(CSc1ccc(-c2ccncc2)nn1)N1CCCCC1 | 101 | -0.1
O=C(O)c1cccc(N2C(=O)c3ccc(C(=O)O)cc3C2=O)c1 | 99 | -0.2
CN(C)/C=N/C(=S)Nc1cccc(F)c1 | 100 | -0.4
COC(=O)Cn1c(=O)oc2ccc(Cl)cc21 | 102 | -0.3
COc1ccc(OCCOC(=O)c2cccn2C)cc1 | 106 | 0.5

By substructure, the entries above with a furan ring, fused or not (3)
SMILES | Polio RdRp inh | Polio RdRp inh FP z-score
O=C1NC(/C=C/c2ccco2)Nc2sc3c(c21)CCN(Cc1ccccc1)C3 (centres undefined) | 103 | 0.2
O=C(Nc1ccc2oc(-c3cccnc3)nc2c1)c1ccc(-c2ccccc2OC(F)(F)F)o1 | 109 | 0.5
CC(C)C(=O)Nc1c(C(=O)NC(C)(C)C)oc2ccccc12 | 103 | 0.1

Further results follow.
SMILES | Polio RdRp inh | Polio RdRp inh FP z-score
O=C1OC(C(=O)NC2CCCCC2)Cc2ccccc21 (centres undefined) | 100 | -1
COc1ccc(C2C(=O)N(C3CCCCC3)CC(=O)N2CCc2ccc(C)cc2)cc1OC (centres undefined) | 110 | 0.2
CC(Oc1ccccc1)C(=O)Nc1cccc(-c2cn3cccnc3n2)c1 (centres undefined) | 105 | -0.5
COc1ccc(C=Nc2ccc(C34CC5CC(CC(C5)C3)C4)cc2)c(OC)c1OC | 100 | -0.4
O=C(O)c1cccnc1SCc1cc(=O)n2cc(Br)ccc2n1 | 101 | 0.1
CC1CCN(S(=O)(=O)c2ccc3c(c2)oc(=O)n3CC(=O)N2CCCCC2)CC1 | 98 | -0.8
O=C(Cc1cccc2ccccc12)NCC(=O)Nc1ccc(N2CCOCC2)cc1 | 97 | -0.5
C=CCNc1scc(-c2ccccc2)[n+]1CC=C | 101 | -0.2
CN1CCN(C(=O)CSCc2ccc(Br)cc2)CC1 | 103 | 1.3
CCSc1nnc(CCNC(=O)C2CCCC2)n1C | 102 | 0.1
Cc1ccn2c(Nc3ccc(C(C)C)cc3)c(-c3ccsc3)nc2c1 | 114 | 1.4
COCCN1Cc2cccc(C(=O)NC(C)C34CC5CC(CC(C5)C3)C4)c2C1=O (centres undefined) | 100 | -1.2
O=c1[nH]c2ccccc2c(=O)n1CCc1ccccc1 | 104 | 0.2
COc1ccc(C2Nc3ccccc3-c3nnc(SC)nc3O2)cc1 (centres undefined) | 105 | 0.6
Cc1cc(C(=O)CSc2nccn2-c2cccc(F)c2)c(C)n1-c1ncn[nH]1 | 106 | 0.4
COc1ccc(S(=O)(=O)n2nc(OC(=O)C(C)(C)C)cc2N)cc1 | 105 | 0.6
Cc1cc(C)cc(C(=O)N2CC(C)CC(C)C2)c1 (centres undefined) | 104 | 1.3
CN(C)N1C(=O)CC(NCc2ccccc2)C1=O (centres undefined) | 102 | 0
Cn1cc(-c2cc3n(n2)CCC(=O)N3CCCC(=O)NCc2ccc(F)cc2)c2ccccc21 | 108 | 0.4
CCN(C(=O)CSc1nc2nc(C)cc(C)n2n1)C1CCS(=O)(=O)C1 (centres undefined) | 102 | -0.1
O=C1Nc2ccccc2C(=O)C1(N1CCOCC1)N1CCOCC1 | 101 | 0.1
CCOc1ccc(CC(=O)NCCc2csc(-c3ccc(Cl)cc3)n2)cc1 | 104 | -0.5
O=C(CSC1N=C2C=CC=CC2O1)c1ccccc1 (centres undefined) | 102 | 0.2
Cc1cc(-c2ccco2)n(CC(=O)O)n1 | 100 | -1.6
Cc1ccc(C(C)C)cc1OC(=O)c1cn(CCC#N)nc1-c1cccs1 | 100 | 0.2
COc1cc(N=Cc2cc3cccc(C)c3nc2Cl)c(OC)cc1Cl | 101 | -0.2
O=C(CC(c1cccs1)N1Cc2ccccc2C1=O)Nc1ccc(F)c(Cl)c1 (centres undefined) | 105 | -0.4
CC1C(=O)OC(c2ccc(Br)cc2)C(C)(C)C1=O (centres undefined) | 96 | -0.6
O=C(Nc1ccc2ccccc2c1)/C(=C/c1ccco1)c1ccccc1 | 99 | -0.3
CC(C)C(=O)N1CCC(CN=CC2=C(O)CC(C)(C)CC2=O)CC1 | 103 | 0.2
O=S(=O)(NCc1ccccc1)c1ccccc1C(F)(F)F | 101 | -0.3
C=CCn1c(=O)c2ccccc2n2c(SCC(=O)c3cc(C)ccc3C)nnc12 | 107 | 0.8
O=c1c2ccccc2c2ccccc2c(=O)n1Cc1cccnc1 | 102 | 0.1
CC1OC1P(=O)(O)O (centres undefined) | 97 | -0.7
O=C(O)C(CO)c1ccccc1 (centres undefined) | 98 | -0.7
O=C1OC(C2CCCCC2)=N/C1=C\c1ccccc1 | 102 | 0.1
CC1CC(C)CN(c2ncnc3c2nc2n3CCCCC2)C1 (centres undefined) | 105 | 1.5
Cc1ccccc1CS(=O)(=O)Cc1ccc(C(=O)NC2CC2)o1 | 102 | 0
Cc1ccsc1C=Nc1ccc(Cl)cc1C(=O)c1ccccc1 | 101 | -0.1
CC1(C)CCCC2=C1CC(C(=O)O)C(C(=O)NCc1cccnc1)C2 (centres undefined) | 101 | -0.4
O=C(N/C(=C\c1cccnc1)C(=O)N1CCCCC1)c1ccccc1 | 100 | -0.2
CC1CC(=O)Nc2ccccc2N1C(=O)CNCc1ccccc1 (centres undefined) | 103 | 1
CCOC(=O)c1ccc(N2C(=O)C(O)=C(C(=O)c3ccco3)C2c2cccnc2)cc1 (centres undefined) | 103 | 0.3
CC(C)CCNC(=O)c1cccn2c(=O)c3cc4ccccc4cc3nc12 | 82 | -8.3
N#CCSc1nnnn1-c1cccnc1 | 99 | -1.1

Entries of single compounds, quoted from the list. Screens in order: Polio RdRp inh | Polio RdRp inh FP z-score
CC1OC1P(=O)(O)O (centres undefined) is listed as 97 | -0.7
CCOC(=O)c1ccc(N2C(=O)C(O)=C(C(=O)c3ccco3)C2c2cccnc2)cc1 (centres undefined) is listed as 103 | 0.3
Cc1ccccc1CS(=O)(=O)Cc1ccc(C(=O)NC2CC2)o1 is listed as 102 | 0

Taken from above.
Polio RdRp inh result of Cc1ccsc1C=Nc1ccc(Cl)cc1C(=O)c1ccccc1 = 101
Polio RdRp inh FP z-score result of O=S(=O)(NCc1ccccc1)c1ccccc1C(F)(F)F = -0.3
Polio RdRp inh FP z-score result of O=C(N/C(=C\c1cccnc1)C(=O)N1CCCCC1)c1ccccc1 = -0.2

Additional entries follow.
SMILES | Polio RdRp inh | Polio RdRp inh FP z-score
OC(CN1CCC(c2nc3ccccc3o2)CC1)c1ccccc1 (centres undefined) | 105 | 0.3
Cc1cc(=O)oc2cc(OCC(O)CN3CCc4ccccc4C3)ccc12 (centres undefined) | 97 | -0.5
Cc1cc(=O)[nH]c(SCC(=O)NCCCc2ccccc2)n1 | 97 | -0.5
CN1CCc2c(sc3c2C(=O)NC(c2cccc(O)c2)N3)C1 (centres undefined) | 101 | -0.3
NC(=S)N/N=C1/C2C3CC4C1C1C2CC3C41 (centres undefined) | 92 | -0.7
CN(C)C(CNC(=O)c1ccc(-c2ccccc2)cc1)c1ccco1 (centres undefined) | 96 | -0.5
O=c1[nH]c(=S)c2c(n1N1CCOCC1)CCC2 | 105 | 0.3
CCCN(C(=O)Cc1c(C(=O)O)[nH]c2ccc(Cl)cc12)c1ccc(OCC)cc1 | 101 | -1.1
Cc1noc(C)c1CSc1ncccc1C(=O)NCCc1c[nH]c2ccccc12 | 93 | -1.6
CC1CCN(S(=O)(=O)c2ccc3c(c2)CCN3C(=O)Nc2cccc(Br)c2)CC1 | 109 | -0.2
Cc1ccc(-c2nnc(C3CCN(S(=O)(=O)c4ccc(C)c(C)c4)CC3)o2)cc1 | 102 | -0.3
O=C(O)c1cc2ccccc2n1-c1ccccc1 | 103 | 0.6

An excerpt, so the mix of outcomes need not match the whole.
